Assay outcomes from PubChem BioAssay.
NPY-Y2 antag – NPY-Y2 receptor antagonists, primary screen, cell-based | Neuropeptide Y receptor type 2 (Homo sapiens), P49146 | NPY-Y2 expressing cells, antagonist mode | inhibition, % at 2.7 µM | hit rate 0.99% among 140,000; in the data active = inhibition above about 17%;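 note: 0% = vehicle with agonist challenge and 100% = reference antagonist with challenge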
Target sequence (P49146 whole entry, looked up): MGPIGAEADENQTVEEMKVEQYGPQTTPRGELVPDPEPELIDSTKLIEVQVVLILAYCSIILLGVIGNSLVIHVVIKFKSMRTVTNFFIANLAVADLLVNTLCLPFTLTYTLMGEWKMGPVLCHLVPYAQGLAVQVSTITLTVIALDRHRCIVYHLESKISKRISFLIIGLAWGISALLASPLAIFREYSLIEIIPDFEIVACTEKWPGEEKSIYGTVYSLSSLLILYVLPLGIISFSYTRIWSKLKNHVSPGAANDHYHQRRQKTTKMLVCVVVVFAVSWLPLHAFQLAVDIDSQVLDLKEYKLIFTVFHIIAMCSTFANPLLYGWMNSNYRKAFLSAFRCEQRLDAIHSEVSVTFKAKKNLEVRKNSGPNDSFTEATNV
Phagocyt inh – inhibitors of macrophage phagocytosis, primary screen, imaging, J774A.1 cells, IgG beads | inhibition, % at 5 µM | hit rate 0.07% among 110,000 | J774A.1 macrophage IgG-bead phagocytosis | AID 1029, 2008;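 active = inhibition above the mean of the plate negative controls plus 5 SD, cut at about 13% in these data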;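 note: phagocytic index as fraction of beads internalized from green versus red external bead signal; plate controls were DMSO negative control for no effect and cytochalasin-D positive control for full effect; some results beyond the cut were filed as inactive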
Yeast growth inh – growth inhibitors of yeast BB579 in restrictive medium, primary screen, yeast lifespan-shortening project, S. cerevisiae. OD615, 48 h. inhibition, % at 10 µM. hit rate 0.51% among 140,000;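 active = inhibition above a set limit, 3 SD over the mean compound inhibition, cut at about 44% in these data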; note: inactives centre near -24
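Assay system – yeast BB579 (DeaD) · Dosing – single compound dose of 10 µM, 0.25% DMSO final · Detection – OD615 turbidity measurement · Buffer or medium – CSMM-D restrictive synthetic medium containing dextrose (glucose) · Benchmarks – positive control amphotericin B 10 µg/mL · Incubation – 48 h exposure, 30 °C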
HCT116 bCat-KO – primary screen for growth suppressors in beta-catenin knockout HCT116 cells (colon tumor, human). hit rate 1.5% among 140,000. viability, % at 10 µM. AID 818, 2007. HCT116 beta-catenin knockout viability, CellTiter-Glo, 60 h; hits give low values;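 active = viability at or under a set limit, the compound median less 4 SD, cut at about 6% in these data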;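 note: 0% = Hyamine 1622 control at 20 µM and 100% = untreated cell control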
PTEN del growth – growth suppression of PTEN-null HCT116, primary screen, cell-based, CellTiter-Glo; HCT116 PTEN-null viability, 60 h; hits give low values; viability, % at 10 µM; hit rate 1.2% among 140,000;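 active = viability at or below a set limit, 4 SD under the median of all tested compounds, cut at about 3.7% in these data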;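 note: PTEN knockout HCT116 line with beta catenin targeted HCT116 as companion control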
GALR2 antag – GALR2 antagonists in receptor-expressing cells, primary screen. antagonist mode. inhibition, % at 4 µM. hit rate 0.39% among 140,000; in the data active = inhibition above about 27%;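 note: cells stimulated with galanin 1-16 at roughly its EC80; 0% = agonist challenge control and 100% = basal control without agonist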
Target sequence (O43603 whole entry, looked up): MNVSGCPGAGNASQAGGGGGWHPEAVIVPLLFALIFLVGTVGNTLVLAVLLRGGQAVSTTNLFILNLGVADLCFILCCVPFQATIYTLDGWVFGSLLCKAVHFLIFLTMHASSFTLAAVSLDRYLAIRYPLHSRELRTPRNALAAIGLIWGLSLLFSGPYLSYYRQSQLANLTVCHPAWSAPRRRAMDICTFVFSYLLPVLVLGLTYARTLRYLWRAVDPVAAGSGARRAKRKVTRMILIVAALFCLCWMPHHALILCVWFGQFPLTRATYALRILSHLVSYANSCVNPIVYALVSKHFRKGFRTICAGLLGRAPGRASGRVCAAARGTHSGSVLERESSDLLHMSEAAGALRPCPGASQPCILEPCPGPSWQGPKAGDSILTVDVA
MRP-1 activ – H69AR viability gain despite doxorubicin, primary screen, MRP-1 activator project, H69AR cells, CellTiter-Glo. viability increase, % at 10 µM. hit rate 0.61% among 140,000. AID 799, 2007. viability rescue;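 active = viability gain under doxorubicin at or above a set limit, the compound median plus 3 SD, cut at about 4.7% in these data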;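 note: MRP-1 overexpressing cells given doxorubicin 25 µM after compound pretreatment; 18-22 h compound pretreatment then 72 h with doxorubicin before readout; 0% = doxorubicin-only wells and 100% = vehicle-treated cells without doxorubicin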
Measles CPE – compounds protecting cells from measles virus cytopathic effect, primary screen, measles RdRp inhibitor project, single point, MLSMR library, absorbance; Measles virus-infected cells, CPE protection; protection (pct of control), % at 4 µM; hit rate 1.5% among 140,000; AID 841, 2007; in the data active = protection mostly above about 24%, no sharp cut-off; inactive = mostly below about 26%; note: some compounds called inactive have numbers as strong as hits
E-sel TNF inh – E-selectin induction blockers in HUVEC – imaging, immunofluorescence, high content, primary screen; HUVEC TNFa-induced E-selectin immunofluorescence; inhibition, % at 2 µM; hit rate 0.71% among 120,000;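 active = inhibition above the batch mean plus 3 SD, and confirmed as a hit on visual image review, cut at about 43% in these data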;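 note: 0% = TNF-stimulated DMSO wells and 100% = unstimulated control wells; not every result past the cut was called active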
Yeast lifespan up – compounds extending yeast replicative lifespan, primary screen, S. cerevisiae, OD615 | inhibition of the nicotinamide effect, % at 10 µM | S. cerevisiae growth with nicotinamide; deaD strain in restrictive glucose medium | hit rate 0.68% among 130,000;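 active = inhibition above a set limit, placed 3 SD over the median of all compounds, cut at about 26% in these data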;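 note: 0% = nicotinamide-treated wells and 100% = cells grown without nicotinamide; some compounds called inactive have numbers as strong as hits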
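System: Modified budding yeast, DeaD strain | Buffer or medium: Restrictive glucose medium | Also added: 1.5 mM nicotinamide | Doses: 10 µM single point, 0.25% DMSO | Schedule: 48 h compound exposure at 30 °C, humidified | Detection: Absorbance at 615 nm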
Starred values were filed as active, the others as inactive; x = no result given; & = joins results of further samples. The order is random. Share with any hit: about 6.1%.

SMILES	NPY-Y2 antag	Phagocyt inh	Yeast growth inh	HCT116 bCat-KO	PTEN del growth	GALR2 antag	MRP-1 activ	Measles CPE	E-sel TNF inh	Yeast lifespan up
COc1ccc(S(=O)(=O)N2CCC(C(=O)NCC3CCCO3)CC2)cc1C (stereo unspecified)	-1.1	x	-42.6	99.3	99.5	7.0	-3.4	12.6	7.0	-12.2
CCOc1ccc(-n2cccc2C=O)cc1	1.2	1.1	-6.5	101.8	92.6	6.1	-1.2	7.1	0.8	-5.9
CCOC(=O)N1N=C(c2ccc(C)cc2)CC1(O)C(F)(F)F (stereo unspecified)	2.9	-0.9	-29.3	94.8	87.6	-6.2	-1.9	1.3	x	-15.3
Cc1ccc(-n2c(Cc3ccccc3)nnc2SCC(=O)NNC(=O)Cc2ccccc2)cc1	1.2	x	-3.0	96.4	88.0	-1.9	-0.3	15.6	-10.1	-10.9
c1ccc(CNn2c(N3CCOCC3)nc3ccccc32)cc1	1.4	0.5	-19.7	90.8	100.7	2.1	-4.5	9.7	x	-3.0
CC(C)(C)n1nnnc1C(c1ccncc1)N1CCN(C2CCCCC2)CC1 (stereo unspecified)	-0.9	-0.6	-7.4	86.0	93.6	6.3	-2.0	1.8	x	-5.7
COc1ccc(NC(=O)Nc2ccccc2C(=O)N2CCCC2)cc1	0.9	10.5	-8.3	89.5	75.4	8.8	-1.9	12.2	-2.0	-27.3
O=C(CSc1nnc(-c2ccco2)n1Cc1ccco1)NCc1ccccc1	8.0	x	-6.7	91.1	108.4	5.1	-0.8	4.4	-56.9	-1.9
C=CCn1c(SCc2csc(-c3ccc(C)cc3)n2)nnc1-c1ccccc1OC	4.9	-9.1	-6.0	10.1	13.0	11.7	-5.9	13.0	x	8.0
COc1ccc(NC(=O)CSc2nnc3c4c(nc(-c5ccccc5)n23)CC(C)(C)OC4)cc1	6.0	-2.9	1.5	72.7	57.5	-12.7	-2.5	7.8	x	9.4
O=C(NCc1ccc2c(c1)OCO2)C1CCN(c2ccc(S(=O)(=O)N3CCCC3)cc2)CC1	0.3	-0.7	-34.8	66.0	66.8	-2.1	-2.6	0.5	2.3	-11.2
O=S1(=O)CC=C(CSc2nc3ccccc3[nH]2)C1	-1.8	-0.7	-7.6	96.4	94.4	-20.5	0.4	5.4	-18.4	-8.6
COc1ccc(N/N=C(\C=N\O)C(=O)c2ccc(OC)cc2)cc1	-1.2	2.9	-20.0	19.0	21.6	0.6	-2.9	2.8	-24.4	-8.6
COc1cc(/C(C)=N/NC(=O)CSc2nncn2C)ccc1OCc1ccccc1Cl	3.7	-2.5	-67.8	92.0	92.8	4.2	-1.9	12.9	x	-6.6
CN(C(=O)c1ccc(S(=O)(=O)NC2CCCC2)cc1)C1CCCCC1	4.1	-0.9	-13.9	77.0	77.7	-3.9	-0.6	14.8	-21.4	-5.9
CC1=C(C(=O)N2CCOCC2)C(c2ccsc2)C2=C(CCCC2=O)N1 (stereo unspecified)	-0.5	-1.5	-28.0	91.3	88.2	10.1	-0.2	3.7	15.5	0.5
CCCc1ccc(OCCNC(C)=O)cc1	3.7	x	-20.7	96.9	93.5	-7.2	-2.2	15.0	-21.9	-7.9
Cc1c(C(=O)O)oc2c1/C(=N\O)CC(C)(C)C2	2.8	11.0	-32.7	93.8	86.3	0.0	2.3	44.0*	x	6.4
Cc1onc(-c2ccccc2)c1C(=O)NCc1cccnc1	-1.1	-0.9	-41.8	97.3	98.7	16.2	-1.4	7.7	x	-4.1
Cc1ccc(CNC(=O)NC2CCCCC2)cc1	2.1	-1.5	-28.1	91.6	101.6	-4.5	-0.3	6.3	x	-4.2
Nc1ncnc2c1cnn2-c1ccccc1	2.8	-2.0	-29.3	86.6	99.2	-2.9	-0.9	6.0	17.6	-33.7
Cc1ccccc1CSc1nncn1N	0.5	-1.8	-17.6	95.9	102.7	-11.1	-1.5	1.3	-3.4	-5.8
Cc1ccc(S(=O)(=O)N(CC(=O)N/N=C/c2ccc(F)cc2)c2cccc3cccnc23)cc1	-1.5	x	-2.2	94.2	94.8	-4.3	-1.1	3.1	-7.7	1.0
Cn1nnnc1SCc1ccc([N+](=O)[O-])cc1	0.9	-11.9	-13.0	98.0	101.7	1.8	-0.1	19.1	x	2.9
CCC(C)[C@H](N)c1nnc(SCC(=O)Nc2cccc(Cl)c2)o1 (stereo partly specified)	1.4	0.1	-19.4	95.7	101.6&103.3	-2.4	-0.2	7.6	15.8	-13.7
(further entries)
SMILES	NPY-Y2 antag	Phagocyt inh	Yeast growth inh	HCT116 bCat-KO	PTEN del growth	GALR2 antag	MRP-1 activ	Measles CPE	E-sel TNF inh	Yeast lifespan up
COc1ccc2[nH]c3c(=O)n(CCCCC(=O)NCCN4CCCC4)c(=S)[nH]c3c2c1	0.2	-1.1	-57.7	87.8	88.2	0.6	-1.1	35.3	x	-14.8
CCOc1ccc2nc(NC(=O)CCn3cccc3)sc2c1	-1.5	0.3	-17.8	73.0	69.0	-4.6	-3.1	9.6	12.3	-10.9
COc1ccccc1OCCCn1c(=O)oc2ccccc21	2.4	0.8	-5.4	98.5	102.0	-7.8	-1.0	3.0	2.4	-11.4
COc1ccccc1N1CCN(C(=O)c2c(-c3c(Cl)cccc3Cl)noc2C)CC1	1.6	-0.5	2.2	61.4	60.0	-10.9	-2.4	3.7	-7.2	-19.7
Cn1c(=O)oc2cc(S(=O)(=O)Nc3ccc4c(c3)OCCO4)ccc21	-1.5	0.0	-14.2	77.9	80.5	9.1	0.2	23.9	-26.3	-9.0
COC(=O)c1cc(NS(=O)(=O)c2ccc(N3CCCCCC3)c([N+](=O)[O-])c2)cc(C(=O)OC)c1	5.5	-1.3	-33.0	98.5	88.4	-16.9	0.0	5.9	-22.1	-2.5
CCCc1nc(NC2CCCCC2)c(C#N)c2c1COC(C)(C)C2	1.4	-0.1	-47.5	67.7	62.6	-7.7	-1.7	4.6	-20.3	-17.9
COc1ccc(/C=N/NC(=O)c2nc(Cl)c(Cl)c(N)c2Cl)cc1COc1ccc(F)cc1F	12.4	-1.1	-28.0	2.0*	4.5	-14.9	-5.5	8.4	38.5	-15.5
CCCOc1ccc(-c2cn3ccccc3n2)cc1[N+](=O)[O-]	6.4	x	2.1	88.1	90.5	8.8	0.5	25.9	11.4	-7.3
CC(=NC1CC1)C1=C(O)c2ccccc2C1=O	8.0	x	-0.1	94.7	99.1	-2.0	3.1	17.1	-7.6	-4.9
CCN(CC)CCNC(=O)C1c2ccccc2C(=O)N(CCOC)C1c1ccc(F)cc1 (stereo unspecified)	2.1	x	-70.6	98.7	98.5	-2.5	-0.2	26.2	-7.2	1.1
Cc1ccccc1Nc1nc(N)nc(CSc2nnc3sc4ccccc4n23)n1	1.9	1.3	0.9	90.9	84.8	-13.1	-3.0	8.3	x	-6.7
Cc1nnc(SCc2ccon2)n1-c1ccccc1	-1.9	x	-39.7	96.3	96.9	0.4	-0.6	11.1	-22.5	x
CC(=O)OC(Cn1nc(C)cc1C)c1ccccc1 (stereo unspecified)	-1.1	-2.8	15.3	92.7	91.5	5.2	-0.7	5.9	11.8	-6.8
CCOC(=O)c1c(-c2ccc(C)o2)csc1N	2.4	-0.4	-11.5	96.2	100.3	-7.0	-1.9	18.2	x	-11.7
COc1ccc(-c2cc(-c3cc(F)ccc3O)[nH]n2)cc1OC	0.4	x	-8.9	32.2	33.7	0.1	-4.0	7.2	3.6	-25.0
COc1ccc2nc(N)sc2c1	-0.7	x	-21.9	83.7	97.8	-8.3	-1.8	4.3	x	-10.8
O=C(CN1C(=O)NC2(CCCCC2)C1=O)Nc1ccc(N2CCOCC2)cc1	0.5	x	-18.8	107.5	102.9	13.0	-1.0	15.2	x	-2.7
O=C(NC(=S)NCCN1CCOCC1)c1ccc(Cl)cc1Cl	5.2	1.5	-13.1	84.5	90.5	-9.3	-1.4	9.8	-31.2	-5.2
CC(C)c1ccc(C(=O)NCCCc2ccccc2)cc1	7.5	0.6	-20.0	87.6	96.6	-1.7	1.6	25.4	x	-8.2
Cc1c(NC(=O)c2c(F)c(F)c(F)c(F)c2F)c(=O)n(-c2ccccc2)n1C	0.2	-0.7	-22.2	88.2	89.9	-2.3	-1.3	4.2	-4.9	-2.3
Cc1ccc(N2C(=O)CC(NNC(=O)c3cccc(S(=O)(=O)N4CCCC4)c3)C2=O)cc1 (stereo unspecified)	-1.5	-9.0	-21.0	94.8	111.2	10.0	-0.5	15.9	-6.3	-1.5
CN(C)c1ccc(/C=N/NC(=O)C(O)(c2ccccc2)c2ccccc2)o1	1.2	1.2	-29.3	89.6	96.7	-4.7	-1.4	1.9	-18.3	-7.9
CCc1nc2c(c(SC)nn2-c2ccccc2)c(N)c1C(=O)OC	0.6	x	-17.0	78.1	88.8	-6.8	-3.0	4.5	-24.9	-14.1
COc1ccc(N2CCN(CCOc3ccc4c(C)cc(=O)oc4c3)CC2)cc1	3.6	0.5	-32.5	84.5	92.8	12.1	1.4	13.5	x	-2.7
Following part
SMILES	NPY-Y2 antag	Phagocyt inh	Yeast growth inh	HCT116 bCat-KO	PTEN del growth	GALR2 antag	MRP-1 activ	Measles CPE	E-sel TNF inh	Yeast lifespan up
O=C(CCCCl)NC(=S)Nc1cc(C(F)(F)F)ccc1N1CCOCC1	8.1	-2.7	-5.1	72.9	69.5	-0.5	-3.4	10.7	x	0.7
CC(NC(=O)c1ccc(=O)oc1)c1ccccc1 (stereo unspecified)	-2.9	-0.2	-12.9	94.6	97.2	11.7	-1.7	8.1	x	-7.4
CCN(CC)S(=O)(=O)c1ccc(N2CCOCC2)c(NS(=O)(=O)c2cc(C(C)(C)C)ccc2C)c1	-1.7	-5.1	-10.3	62.2	71.8	7.4	-1.4	7.2	3.0	4.8
CC(C)CNC(=S)NNC(=O)c1csc2ccccc12	0.2	-0.7	5.0	83.0	79.1	6.0	-1.1	4.3	-12.7	-10.0
O=C(C1CCN(S(=O)(=O)c2ccc3c(c2)OCCO3)CC1)N1CCc2ccccc21	2.7	0.9	-43.8	92.9	89.1	5.8	-1.1	2.4	3.9	-2.5
CCC(C)(C(=O)Nc1ccccc1C)N(C(=O)CNC(C)=O)c1ccccc1C (stereo unspecified)	-0.6	-2.1	-34.8	94.1	96.5	-7.5	-0.6	7.4	x	5.7
O=C(CSc1nnc(CNC(=O)c2ccccc2F)o1)NCC1CCCO1 (stereo unspecified)	1.4	1.3	-3.0	92.3	106.1	-9.8	0.2	14.5	1.8	-6.9
Cc1cc(=O)[nH]c(SCC(=O)N2CCC(C(N)=O)CC2)n1	1.5	-2.7	18.8	106.4	101.0	-5.0	-0.7	3.5	-3.3	0.5
OCCOc1ccc(C2=NCCO2)cc1	-1.3	-2.0	-14.9	95.2	89.1	8.9	-1.7	23.6	5.4	-8.7
